# miR122 inh: miR-122 Renilla sensor signal increase in Huh7, primary screen, miR-122 inhibitor project, cell-based, single point, plate reader; Huh7 miR-122 Renilla luciferase sensor, 48 h; neutral wells = 0, positive control = 100; activation (reporter increase), % at 12.5 µM; 340,000 tested, 0.3% active; AID 602342, 2012;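 active means mean replicate activation score at least 90 and every replicate individually at or above 90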;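 further: higher luciferase means less miR-122 activity so hits act as miR-122 inhibitors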
# Cneo AK release: Cryptococcus neoformans cell lysis inducers, primary screen, AK release luminescence, single concentration. C. neoformans lysis, adenylate kinase release luminescence, 4 h; normalised: neutral wells 0, clomiphene wells 100. lysis activity, % at 15 µM. 360,000 tested, 0.2% active. AID 651654, 2012;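 active means mean lysis activity across replicates of at least 80%, whatever share of replicates individually reach that level; inactive means mean lysis activity below 80%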
#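 Assay system: C. neoformans cells. Amount: yeast cell density of 5 × 10^6 cells/mL. Technique: AK luminescence. Buffer or medium: YPD. Times: static 4 h at 37 °C with compound, 1 h detection. Dosing: single-point compound dose. Read-out: lysis from increased AK signal.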
# esBAF inh: Bmi1 luciferase reporter increase in mESCs, primary screen, esBAF inhibitor project, mouse ES cells, Bmi1 luciferase knock-in, single point; AID 602393, 2012; 24 h; 100% = twice the neutral-well signal; 350,000 tested, 2% active; reporter increase, % at 12.5 µM; in the data active means activation above about 40%;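 further: 0% = median of the plate's neutral control wells and 100% = double that signal; a rise in the Bmi1 reporter signal indicates esBAF inhibition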
# ARNT-TACC3 inh: disruptors of ARNT/TACC3 protein interaction, primary screen, biochemical, AlphaScreen, single concentration; inhibition, % at 9.99 µM; AID 623870, 2012; AlphaScreen His-ARNT PAS-B/GST-TACC3 binding, luminescence; TACC3 fragment carries E629A point mutation; 390,000 tested, 0.66% active; Transforming acidic coiled-coil-containing protein 3 (Homo sapiens), Q9Y6A5;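 active means mean inhibition of replicates at least 50% and at least half of replicates each reaching 50%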;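 further: 0% = complete ARNT plus TACC3 wells and 100% = ARNT alone without TACC3; many hits fall short of the cut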
# SIRT5 inh: SIRT5 desuccinylase inhibitors, primary screen, biochemical, fluorescence imaging, single point, set 5; Purified SirT5, succinyl-peptide AMC, trypsin-coupled fluorescence; inhibition, % at 15 µM; 330,000 tested, 1.1% active; AID 652115, 2013; in the data active means inhibition above about 15%
# Target sequence (Q9NXA8 whole entry, looked up): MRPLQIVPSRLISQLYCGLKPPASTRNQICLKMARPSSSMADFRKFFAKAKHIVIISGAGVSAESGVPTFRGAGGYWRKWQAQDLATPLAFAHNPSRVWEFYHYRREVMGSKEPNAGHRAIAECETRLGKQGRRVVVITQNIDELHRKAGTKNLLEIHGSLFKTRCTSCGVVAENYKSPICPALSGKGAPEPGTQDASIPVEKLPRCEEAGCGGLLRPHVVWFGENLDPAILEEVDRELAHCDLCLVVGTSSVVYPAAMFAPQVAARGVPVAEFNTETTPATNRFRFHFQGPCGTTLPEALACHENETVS
# C2C12 statin: suppressors of statin myotoxicity in C2C12 myotubes, primary screen, cell-based, single point, plate reader; rescue of ATP level, % at 7.49 µM; 330,000 tested, 0.78% active; C2C12 myotubes + simvastatin, ATP luminescence, 48 h; scaled: DMSO 0, geranylgeraniol control 100; AID 602340, 2012;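 active means mean ATP rescue above about 67%, or every replicate alone reaching that limit, limit read from the data, passing the limit was not always enough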;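 further: myotubes were challenged with 10 µM simvastatin during compound exposure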
# ERp5 block: inhibitors of ERp5-driven insulin aggregation, primary screen, biochemical, turbidity, absorbance 650 nm, single point. Protein disulfide-isomerase A6 (Homo sapiens), Q15084. 90 min. inhibition, % at 9.99 µM. 350,000 tested, 0.05% active;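 active means mean replicate inhibition above about 25%, with every replicate also reaching it, limit read from the data, passing the limit was not always enough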
# Target sequence (Q15084 whole entry, looked up): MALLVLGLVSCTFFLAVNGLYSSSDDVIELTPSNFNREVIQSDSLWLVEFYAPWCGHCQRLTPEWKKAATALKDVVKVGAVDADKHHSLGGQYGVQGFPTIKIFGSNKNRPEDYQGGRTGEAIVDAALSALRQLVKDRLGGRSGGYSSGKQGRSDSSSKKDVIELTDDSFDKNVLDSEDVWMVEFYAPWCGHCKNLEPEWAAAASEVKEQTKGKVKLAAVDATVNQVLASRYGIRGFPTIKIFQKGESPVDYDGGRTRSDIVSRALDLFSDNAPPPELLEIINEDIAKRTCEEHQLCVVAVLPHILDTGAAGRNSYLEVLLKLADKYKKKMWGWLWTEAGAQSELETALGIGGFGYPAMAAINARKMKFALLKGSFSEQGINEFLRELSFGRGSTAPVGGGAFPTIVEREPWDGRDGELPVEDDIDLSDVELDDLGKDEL
# Active calls of the source: *; / = not tested or not shown; & = joins results of further samples; [ ] = remark or other dose.
compound	SIRT5 inh	C2C12 statin	ARNT-TACC3 inh	esBAF inh	Cneo AK release	ERp5 block	miR122 inh
O=C(COc1cccc2cccnc12)Nc1ccccc1N1CCOCC1	-3.7	/	-4.1	/	/	-0.4	/
CCOC(=O)N1CCC(Nc2c(NCCCN(C)Cc3ccccc3)c(=O)c2=O)CC1	1.0	6.0	4.2	-4.1	-0.4	-0.2	-7.8
Cc1ccc(C(=O)NCc2ccc3c(c2)OCO3)cc1Cl	-2.8	20.3	-4.3	22.5	-1.1	1.3	/
CC(C)C(OC(=O)CCC(=O)Nc1nccs1)C(=O)NC1CCCCC1 (stereo unspecified)	-0.5	99.4*	-21.6	-5.2	-1.2	4.8	-4.0
CCNC(=O)C[C@H]1CC[C@H]2[C@@H](COC[C@@H](O)CN2Cc2ccc(Cl)c(Cl)c2)O1	-2.3	21.2	-2.4	2.5	43.4	-4.2	-0.3[16.7 µM]
COc1ccc(CN(C)C[C@H]2Oc3ccc(NC(=O)Nc4ccc(C(F)(F)F)cc4)cc3CC(=O)N([C@@H](C)CO)C[C@@H]2C)cc1	4.9	25.0	-10.6	-1.5	-0.4	-4.5	-0.1[16.7 µM]
Oc1c(N=NC(=S)Nc2ccccc2F)c2ccccc2n1Cc1cccc(Cl)c1	-3.1	/	0.4	/	/	7.4	/
CCc1nnc(NC(=O)c2cccc(S(=O)(=O)N3CCCC3)c2)s1	-1.5	-5.6	3.2	4.2	-0.7	-1.9	-3.6
C[C@@H]1CN([C@H](C)CO)C(=O)Cc2cc(NC(=O)CCC(F)(F)F)ccc2O[C@@H]1CN(C)Cc1ccc(Cl)c(Cl)c1	1.6	46.9	-1.3	-3.4	0.7	-6.3	-9.4[16.7 µM]
O=C(Nc1ccc([N+](=O)[O-])c(NC(=O)c2cccnc2)c1)c1cccnc1	-4.6	-8.0	-6.8	1.1	-0.3	3.0	0.9
O=C(CSc1nnc2c(n1)[nH]c1ccc(S(=O)(=O)N3CCOCC3)cc12)Nc1ccc(F)c(F)c1	3.9	/	3.6	/	/	1.8	/
S=C(NCc1ccc2[nH]c3c(c2c1)CCCC3)Nc1ccccc1Cl	6.4	11.3	6.3	-5.0	6.2	2.0	39.6
COc1cc(C(=O)O/N=C2/C=CC(=O)C(C)=C2C)cc(OC)c1OC	/	14.0	-8.7	0.9	-4.7	/	-5.9
O=C(CSc1nnc(-c2ccco2)o1)N1CCOCC1	/	-3.7	-2.6	-3.5	-0.3	/	-0.8
O=C(COC(=O)Cc1n[nH]c(=O)c2ccccc12)NNC(=O)c1ccc(Cl)cc1	2.2	14.3	-1.6	-10.6	0.0	-4.2	2.5

# Profiles from above. Screens in order: SIRT5 inh | C2C12 statin | ARNT-TACC3 inh | esBAF inh | Cneo AK release | ERp5 block | miR122 inh
# O=C(CSc1nnc(-c2ccco2)o1)N1CCOCC1 is listed with / | -3.7 | -2.6 | -3.5 | -0.3 | / | -0.8
# CCOC(=O)N1CCC(Nc2c(NCCCN(C)Cc3ccccc3)c(=O)c2=O)CC1 is listed with 1.0 | 6.0 | 4.2 | -4.1 | -0.4 | -0.2 | -7.8
# S=C(NCc1ccc2[nH]c3c(c2c1)CCCC3)Nc1ccccc1Cl is listed with 6.4 | 11.3 | 6.3 | -5.0 | 6.2 | 2.0 | 39.6

# More entries follow:
compound	SIRT5 inh	C2C12 statin	ARNT-TACC3 inh	esBAF inh	Cneo AK release	ERp5 block	miR122 inh
COc1ccccc1CN1CC(C(=O)NCCN2CCOC2=O)CCC1=O (stereo unspecified)	1.8	10.3	0.5	0.0	2.2	0.8	9.4
CCOC(=O)c1ccc(Nc2ncnc3ccccc23)cc1	-6.3	-5.5	17.8	14.6	-2.6	5.0	-0.5
CO[C@H](CN(C)C(=O)c1ccccc1F)[C@@H](C)CN([C@H](C)CO)S(=O)(=O)c1ccccc1	0.5	-8.2	-7.6	-1.4	-5.1	-1.4	/
Cc1cc(C)n(C(=O)c2ccc(C)c(S(=O)(=O)N3CCCC3)c2)n1	/	94.7*	-1.0	7.4	1.0	/	-3.0
COc1ccc(CCNC(=O)C(=O)Nc2ccc3c(c2)OCO3)cc1OC	-0.2	/	-1.9	3.2	-1.1	9.3	/
COc1ccc(C2=NN(CCC(=O)NC3CCCCCC3)C(=O)CC2)cc1	3.7	8.0	2.8	1.2	-1.3	-4.0	4.1
COc1cccc(-n2c(SCC(N)=O)nnc2-c2ccncc2)c1	/	11.1	0.6	2.1	0.1	/	-2.9
Cc1cccc(-c2ccc([C@H]3[C@@H](CO)N4CCCCN(C(=O)NC(C)C)C[C@H]34)cc2)c1	-0.7	-1.4	-10.8	2.7	-0.9	-4.0	1.1[16.7 µM]
CCOc1ccccc1-n1c(=O)c2ccccc2c2ccccc2c1=O	-6.1	/	-14.3	/	/	-0.5	/
O=C(C[C@H]1CC[C@H]2[C@@H](COC[C@H](O)CN2C(=O)c2ccccc2F)O1)NCc1ccc(F)cc1	-1.9	-4.8	-10.0	-1.4	-1.3	6.3	3.0[16.7 µM]
COc1ccc(/C=N/NC(=O)c2nc(-c3ccccc3)n(-c3ccccc3)n2)cc1OC	/	/	-8.0	/	-11.6	-3.4	-2.6
Cc1ccccc1N1C(=O)Cc2ccccc2C1=O	-0.1	-20.5	/	12.0	2.8	2.7	0.7
CC(C)c1ccc(NC(=O)Cn2ncc3ccccc32)cc1	-4.1	1.6	-6.8	61.7*	-4.4	3.9	/
O=C(O)C1CCC(c2ccc(-c3ccccc3)cc2)CC1 (stereo unspecified)	0.6	1.0	-2.6	23.9	-0.3	2.2	1.0
COc1ccccc1CN(C)C(=O)c1ccccc1SCC(=O)N1CCCC1	-5.4	2.4	-2.4	19.3	-1.1	3.0	/
COc1ccccc1C(=O)NCC(c1cccs1)N1CCc2ccccc21 (stereo unspecified)	-2.3	1.3	-2.9	/	-0.8	1.0	-2.7
COCCNc1nc(-c2ccc(Cl)cc2C)c2sccc2n1	-16.6	-14.6	/	4.6	-1.7	6.0	-1.7
CCOC(=O)CSc1cc(C)nc(N)n1	/	-1.8	2.5	0.6	1.0	/	7.3
CCCCCCn1c(N2CCCC2)nc2c1c(=O)n(C)c(=O)n2C	-1.8	7.4	6.1	6.3	2.4	0.5	-2.2
COc1ccc(S(=O)(=O)Nc2cccc3c2O[C@H](CN(C)CC2CCCCC2)[C@H](C)CN([C@@H](C)CO)C3=O)cc1	-2.4	2.1	6.9	-1.0	9.6	-2.6	1.6[16.7 µM]
CSc1ccc(C2C3(C#N)C(N)=NC4(OCCO4)C23C#N)cc1 (stereo unspecified)	/	-8.3	/	-4.9	-1.4	/	3.7
CCCCCOc1ccc(C(=O)NCC(=O)NCC(=O)OCC)cc1	/	6.6	-4.6	8.9	1.1	/	-4.1
CN(C)c1ccc(N/C=C/C(=O)C(C)(C)C)cc1	/	-18.2	26.8*	24.0	-1.7	/	-3.4
C#CCOc1ccc2c(C)cc(=O)oc2c1	-4.5	1.1	-15.2&-7.4	7.2&7.6	-1.5&-0.1	2.3	-2.2
C[C@@H]1CCCCO[C@@H](CN(C)S(=O)(=O)c2ccc(Cl)cc2)[C@@H](C)CN([C@@H](C)CO)C(=O)c2cc(NC(=O)C3CCCCC3)ccc2O1	10.3	/	4.5	8.2	2.1	2.9	7.0[16.7 µM]
CC(C)(C)NC(=O)C(OC(=O)Cn1nnc(-c2ccc(F)cc2)n1)c1ccncc1 (stereo unspecified)	/	7.7	-4.5	2.8	0.4	/	-5.8
C[C@H](CO)N1C[C@H](C)[C@@H](CN(C)C(=O)NC2CCCCC2)Oc2ncc(/C=C/c3ccccc3)cc2C1=O	2.6	27.6	-1.1	2.4	7.8	12.7	-0.2[16.7 µM]
O=C(c1cc(Cl)ccc1Cl)N1CCc2ccccc21	-8.2	18.9	-4.0	-2.6	-0.9	-3.1	4.3
Cc1ccccc1CSc1ccc(-c2ccc3c(c2)OCO3)nn1	/	/	-3.5	/	-1.1	3.7	-2.8
CN(C)C(=O)C[C@@H]1CC[C@H](NC(=O)C2CC2)[C@H](CO)O1	-3.5	-5.2	-7.2	-0.8	0.8	-2.5	/

# Entries above shown as hits in esBAF inh:
mol,SIRT5 inh,ARNT-TACC3 inh,esBAF inh,ERp5 block,miR122 inh
CC(C)c1ccc(NC(=O)Cn2ncc3ccccc32)cc1,-4.1,-6.8,61.7*,3.9,/

# New compounds follow
compound	SIRT5 inh	C2C12 statin	ARNT-TACC3 inh	esBAF inh	Cneo AK release	ERp5 block	miR122 inh
CCOc1ccc(S(=O)(=O)N(CC(=O)NCc2cccnc2)c2ccc(C)cc2)cc1	-3.1	1.9	28.9	-0.5	1.5	-2.0	-1.5
C[C@@H]1CN([C@H](C)CO)C(=O)c2cc(NC(=O)Nc3ccccc3)ccc2O[C@H]1CN(C)S(C)(=O)=O	-0.2	-10.7	-6.2	-1.8	49.3	2.1	0.2[16.7 µM]
C[C@H](O)CNC(=O)c1[nH]cnc1C(=O)Nc1cccc(Cl)c1	-3.7	5.6	/	-3.1	-4.0	-8.6	0.0
CC1CCN(C(=O)c2nc[nH]c2C(=O)OCCNC(=O)OC(C)(C)C)CC1	/	3.2	-0.9	-5.1	-0.4	6.3	/
CCn1c(SCC(=O)Nc2ccccc2OC)nc2ccccc2c1=O	/	-1.1	-6.8	-0.8	/	/	-8.2
CCCNC(=O)N[C@@H]1C=C[C@H](CC(=O)NC2CCC2)O[C@@H]1CO	-0.5	-2.2	-6.7	-0.4	-1.2	0.3	/
COC(=O)c1ccc(CSc2ncn[nH]2)o1	/	-0.6	-6.3	-7.0	1.2	/	23.7
O=C(Nc1ccccc1F)N[C@@H]1CC[C@H](CCNS(=O)(=O)c2ccccc2)O[C@H]1CO	0.0	-8.1	-56.5	3.6	1.5	-2.9	/
CCc1nc2c(OCC3COc4ccccc4O3)cccn2c1N(C)C(=O)c1cccc(OC)c1 (stereo unspecified)	/	1.2	/	1.7	2.5	3.1	-0.3
CC(N)(C(=O)O)c1cccc(OCc2cccc(Cl)c2)c1 (stereo unspecified)	2.9	/	-12.2	/	/	1.4	/
COc1cccc(-c2ccc3c(c2)[C@@H]2[C@@H](CCN2S(=O)(=O)c2ccccc2F)[C@@H](CO)N3C)c1	4.5	8.0	20.0	1.6	-40.0	1.1	-5.5[16.7 µM]
Cc1sc(-c2ccccn2)nc1OC(=O)c1cccc(Cl)c1Cl	/	8.9	-1.3	1.0	0.1	/	4.8
C[C@@H]1CN([C@@H](C)CO)C(=O)CCCn2cc(nn2)CO[C@H]1CN(C)S(=O)(=O)c1ccccc1	-2.7&-19.2&-1.0	3.9&18.3&4.2	-2.3&-8.6	-5.9&-0.6&1.4	0.3&-1.4&-7.5	1.6&7.0&1.0	-4.2
Cc1oc(C(=O)O)cc1COc1ccc2c3c(c(=O)oc2c1)CCC3	/	-5.7	3.9	-0.9	-0.7	/	-7.9
COc1ccc(NC(=O)C[C@@H]2C(=O)N(c3ccc(OC)cc3)CC2(C)C)cc1	-1.4	10.4	/	0.4	/	-2.2	-1.0
CC(C)Cn1nc(C(=O)Nc2nnc(C3CC3)s2)c2ccccc2c1=O	0.0	1.5	-10.1	1.8	3.1	9.5	/
COc1ccc(NC(=O)N(C)C[C@H]2Oc3ccc(NS(=O)(=O)c4ccc(OC)cc4)cc3C(=O)N([C@H](C)CO)C[C@H]2C)cc1	-8.2	18.0	8.4	2.5	-3.4	5.1	-4.4[16.7 µM]
O=C(/C=C\c1ccccc1OC(=O)c1ccccc1F)c1cc2ccccc2o1	-5.7	6.7	0.4	49.4*	-2.5	10.9	31.3
